Screening results from PubChem.
HTT aggregate – mutant huntingtin aggregation inhibition; 1.1% of 220,000 active; Potency, µM (highest dose often 46.1 µM), for inactives: at the top dose activity change, negative = inhibition, most hits filed as inhibitors; PC12 HttQ103-GFP aggregates, Acumen cytometry, 40 h; further: potency means the concentration at half of the fitted maximal effect; on the % scale 0 is the no-effect control and ±100 the full control effect; nearly all actives have a fitted effect of over 60% in size
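Steps: seed 1500 PC12 HTTQ103-GFP cells/well; add tebufenozide, 100 nM final; add compound titration; add ATPLite reagent; quantify GFP aggregates by laser scanning cytometry.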
Epigenetic reg – derepresses silenced GFP reporter in murine cells | murine LDR cells, GFP reporter derepression, 30 h | Potency, µM (doses to about 53.9 µM), without a hit: top-dose GFP activation, most hits filed as activators | 0.2% of 280,000 active; further: potency means the concentration at half of the fitted maximal effect; % of control where 0% means no effect; nearly all actives have a fitted effect of over 60% in size
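Readout is the number of GFP-expressing murine LDR cells, counted by cytometry following washing. Cells were treated with compound for 30 h at 37 C; the stably integrated CMV-GFP locus is normally silent.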
CBFb-RUNX1 inh – inhibitors of human CBF-beta and RUNX1 interaction; Q01196+Q13951; AlphaScreen CBFb-His/RUNX1-biotin binding, biochemical; Potency, µM (top dose mostly 59.8 µM), for inactives: at the highest dose activity, negative = inhibition, most hits filed as inhibitors; 230,000 tested, under 10 active; further: % of control where 0% means no effect
Target sequence (Q01196 whole entry, looked up): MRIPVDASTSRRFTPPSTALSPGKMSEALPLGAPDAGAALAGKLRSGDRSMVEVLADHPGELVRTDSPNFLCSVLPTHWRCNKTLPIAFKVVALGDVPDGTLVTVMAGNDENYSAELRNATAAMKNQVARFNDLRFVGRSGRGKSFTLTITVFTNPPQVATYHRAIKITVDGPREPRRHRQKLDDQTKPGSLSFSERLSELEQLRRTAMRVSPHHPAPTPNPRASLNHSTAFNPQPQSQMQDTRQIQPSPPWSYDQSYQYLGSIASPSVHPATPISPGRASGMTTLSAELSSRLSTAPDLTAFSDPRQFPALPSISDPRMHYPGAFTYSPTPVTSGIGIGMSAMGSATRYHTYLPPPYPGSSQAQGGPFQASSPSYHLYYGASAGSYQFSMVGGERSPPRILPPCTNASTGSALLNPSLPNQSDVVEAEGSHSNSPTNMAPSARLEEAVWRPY
Target sequence (Q13951 whole entry, looked up): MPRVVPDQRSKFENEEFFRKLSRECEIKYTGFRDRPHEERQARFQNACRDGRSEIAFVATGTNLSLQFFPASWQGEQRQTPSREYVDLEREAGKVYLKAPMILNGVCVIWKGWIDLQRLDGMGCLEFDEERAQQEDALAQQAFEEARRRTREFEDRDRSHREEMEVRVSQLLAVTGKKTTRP
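CBF-beta (His) and RUNX1 (biotin), 30 nM each; 20 min preassociation; + compound, 15 min; + beads 50 ng each (Ni, streptavidin), 90 min; RT; AlphaScreen read.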
Lamin A splicing – LMNA splicing modulation. Potency, µM (series often up to 46.1 µM), for the others: at the top dose ratio change, negative = inhibition, most hits filed as inhibitors. HeLa LMNA splicing GFP/RFP minigene ratio, 48 h. AID 1487. 0.01% of 200,000 active; active means well fitted inhibition curve with a large enough effect in the signal ratio, with a control signal flat, not every such curve was filed as active; inconclusive means small, poorly fitted or top-dose-only effect, or effect the other way, or a change in a side signal; the % refers to the signal ratio; further: potency means the concentration at half of the fitted maximal effect; on the % scale 0 is the no-effect control and ±100 the full control effect
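S3 HeLa cells stably expressing lamin A-EGFP splicing minigene plus DsRed2, 600 cells/well, 48 h compound exposure at 37C. Laser-scanning cytometry; analysed as GFP (500-530 nm)/RFP (575-640 nm) total intensity ratio; 0.5% DMSO vehicle.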
KinaseGlo FLuc – blocks Kinase-Glo luciferase, a counter-screen artifact; 0.28% of 200,000 active; Potency, µM (highest dose often 38.3 µM), without a hit: at the top dose activity change, negative = inhibition, most hits filed as inhibitors; Kinase-Glo luciferase, ATP luminescence, 8 min; AID 1379; Q27757; further: potency means the concentration at half of the fitted maximal effect; on the % scale 0 is the no-effect control and ±100 the full control effect; nearly all actives have a fitted effect of over 60% in size
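Recombinant Kinase-Glo luciferase, 10 uM ATP (linear range), luciferin; imidazole pH 7.2 / KCl / MgCl2 / Tween / BSA buffer; 8 min RT; luminescence.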
IMPase Li cell – membrane-permeable IMPase blocker, potentiated with lithium; CHO-M1 cells, IP1 TR-FRET (IP-One), carbachol + lithium; Potency, µM (series often up to 59.4 µM), for the others: top-dose activity, negative = IMPase inhibition, most hits filed as inhibitors; 0.35% of 210,000 active;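 further: IP1 builds up when IMPase is blocked and the TR-FRET signal falls; potency means the concentration at half of the fitted maximal effect; plate controls were basal vehicle for no effect and high inhibitor control for full effect; nearly all actives have a fitted effect of over 50% in size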
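Steps: plate 2000 CHO-M1 cells per well and culture 16–30 h; add compound and lithium; incubate 30 min, 37C; add d2-IP1 tracer and Eu cryptate anti-IP1 antibody in lysis buffer; read after 10 min at room temperature.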
NPSR antagonist – blocks cAMP signaling of the human neuropeptide S receptor; Q6W5P4; CHO-NPSR cells, cAMP TR-FRET, antagonist mode; Potency, µM (titrated, usually from 38.3 µM), without a hit: at the top dose activity change, negative = inhibition, usual class: inhibitors; 1% of 220,000 active; AID 1461; further: potency means the concentration at half of the fitted maximal effect; on the % scale 0 is the no-effect control and ±100 the full control effect; nearly all actives have a fitted effect of over 50% in size; many of its hits are not listed in these tables
Target sequence (Q6W5P4 whole entry, looked up): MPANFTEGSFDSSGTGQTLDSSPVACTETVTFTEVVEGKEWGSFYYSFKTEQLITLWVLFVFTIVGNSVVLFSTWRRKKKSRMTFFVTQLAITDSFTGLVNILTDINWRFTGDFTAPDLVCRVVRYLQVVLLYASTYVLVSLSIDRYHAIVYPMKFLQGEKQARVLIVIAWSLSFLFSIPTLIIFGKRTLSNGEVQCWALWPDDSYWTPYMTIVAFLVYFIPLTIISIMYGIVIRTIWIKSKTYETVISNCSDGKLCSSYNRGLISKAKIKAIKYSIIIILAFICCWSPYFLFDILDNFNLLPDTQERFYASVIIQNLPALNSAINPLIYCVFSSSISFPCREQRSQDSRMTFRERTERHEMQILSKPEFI
* hit, by the source's call; ? = inconclusive; nt = no result given; & = joins results of further samples; [ ] = another dose, or the depositor's remark. Unless noted, the call rests on the fitted dose curve; in most records, active means well fitted curve in the direction sought with a large enough effect; inconclusive means small, poorly fitted or top-dose-only effect, or another doubt; inactive means no such curve, though single readings can be large; an effect the other way counts as inactive or inconclusive. The list is partial; count on the stated rates, not on these rows.

SMILES	HTT aggregate	Epigenetic reg	CBFb-RUNX1 inh	Lamin A splicing	KinaseGlo FLuc	IMPase Li cell	NPSR antagonist
CCOCCn1cnc2sc(C(=O)NCC(=O)OCC)c(C)c2c1=O	-29.3%	-1.2%	17.6%	0.0%	-2.8%	6.9%	-10.6%[46.1 µM]
CCOC(=O)c1c(NC(=O)C2(C)Cc3ccccc3C(=O)O2)sc2c1CCCC2 (configuration not stated)	-6.7%	-3.2%	?	-12.4%	-0.7%	-5.8%	-40.8%
COc1ccc(OCCN2C(=O)NC3(CCc4ccccc4C3)C2=O)cc1 (configuration not stated)	17.0%	1.1%	21.7%	-9.0%	0.4%	4.9%	14.9%
c1ccc2c(c1)CC1(CCCCC1)n1nnnc1-2	?	1.2%	11.2%	?	-0.4%	6.4%	-1.6%[46.1 µM]
NC(=O)C1CCN(C(=O)CCc2nc3ccccc3c(=O)[nH]2)CC1	9.5%	-0.7%	0.0%	1.7%	-4.2%	6.4%[38.3 µM]	3.7%[46.1 µM]
CC(C)(C)c1n[nH]c2c1CCCC2	-0.3%	0.9%	3.6%	-5.0%	-1.8%	-3.9%	8.9%
Cc1ccc(S(=O)(=O)NC(CC(=O)N2CCOCC2)c2ccco2)cc1 (configuration not stated)	4.8%	2.2%	4.9%	?	7.8%	?	-14.4%[46.1 µM]
O=C(Nc1cccnc1)c1cccc(S(=O)(=O)N2CCCC2)c1	12.1%[9.22 µM]	-0.1%	-1.9%	nt	1.1%	8.0%	37.9%
Nc1ncnc2c1ncn2[C@H]1C[C@H](O)[C@@H](CO)O1	15.5%	1.1%	8.1%	-2.5%	-0.3%	9.2%	8.0%
COc1ccc(NC(=S)NC2CCCCC2)c(OC)c1	-12.4%	-1.1%	-8.1%	2.4%[46 µM]	3.4%	5.4%	-3.1%
Cc1cc(OCC(=O)O)c2cccc(C)c2n1	1.9%	0.2%	0.6%	8.7%	-2.4%	-6.3%[38.3 µM]	2.2%[46.1 µM]
COc1cc(NC(=O)Cn2ccsc2=N)cc(OC)c1	10.3%[9.22 µM]	-1.3%	3.8%	nt	nt	nt	3.3%
N#Cc1c(-c2cccs2)cc(-c2ccccn2)nc1N	-30.2%	?	18.2%	7.7%	-8.3%	?	-16.9%[46.1 µM]
Cc1sc(NC(=O)Cc2ccc3c(c2)OCO3)nc1-c1ccc2c(c1)CCN2C(=O)c1cccc(F)c1	32.9%	0.0%	-1.2%	?	5.0%	-7.1%	-6.9%
COc1ccc(OC)c(-c2nc(C(N)=O)c3[nH]c(=O)n(-c4ccc(F)cc4)c3n2)c1	-14.3%	-4.4%	1.7%	1.9%	-2.5%	-13.9%[38.3 µM]	-13.1%[46.1 µM]
CCC(C)(C)C1CCc2[nH]nc(C(=O)NN)c2C1 (configuration not stated)	1.7%[9.22 µM]	-2.0%	5.3%	nt	nt	nt	11.3%
COCCCNC(=O)c1ccc(C(=O)NCCCOC)cc1	12.3%	0.2%	2.8%	10.6%	14.6%	0.0%[38.3 µM]	3.9%[46.1 µM]
COc1cccc([C@@H]2Oc3ccc(Br)cc3C(=O)[C@H]2OC(=O)NC2CCCC2)c1	13.1%	1.2%&2.9%	-2.7%	?	-1.4%&2.6%	14.7%&16.6%	-34.0%
O=C(CSCc1cnn(-c2ccccc2)c1-n1cccc1)NCc1ccc2c(c1)OCO2	-31.3%	1.0%	-15.5%	?	-1.0%	26.0%	-16.8%[46.1 µM]
CCOc1ccc(-c2c(=O)n(OCc3nc4ccccc4[nH]3)c3ccccc3[n+]2[O-])cc1	-22.1%[9.22 µM]	-0.5%	1.0%	nt	nt	nt	13.5%
Cc1ccc(C2(c3noc(CN(C)Cc4cnn(C)c4)n3)CCCC2)cc1	-10.2%[9.22 µM]	1.1%	-2.4%	nt	-2.4%	32.4%[activator]	-11.7%
C=CCNC(=S)N1CCN(c2ccc([N+](=O)[O-])cc2)CC1	23.2%[9.22 µM]	0.1%	0.5%	?	nt	nt	5.5%[46.1 µM]
COCC(=O)Nc1cc(Cl)ccc1C(F)(F)F	?	5.3%	6.3%	nt	1.6%	1.1%	-8.9%
O=C(O)CN=C1CC(c2ccccc2)CC(=O)/C1=C(/O)CCCN1C(=O)c2ccccc2C1=O (configuration not stated)	-11.1%	-0.2%	7.6%	nt	nt	-4.9%	14.0%
CC(C)O	11.3%	nt	3.8%[21.7 µM]	?	nt	-3.4%	nt

The list goes on.
SMILES	HTT aggregate	Epigenetic reg	CBFb-RUNX1 inh	Lamin A splicing	KinaseGlo FLuc	IMPase Li cell	NPSR antagonist
COc1ccccc1N1CCN(CCCCN2C(=O)c3ccccc3C2=O)CC1	nt	-0.2%&0.8%&1.6%	7.6%	-15.5%	-3.8%&0.5%	19.0%&-20.4%&23.4%	-10.9%[46.1 µM]
Cc1nc2cc(C)c(C)cc2s1	2.8%	-0.4%	1.4%	nt	nt	-5.1%	16.7%
O=S(=O)(c1ccc2oc3ccccc3c2c1)N1CCCC1	-9.1%	-1.2%	19.7%	-8.6%	0.5%	5.6%	-3.2%[46.1 µM]
O=C1CCCC/C1=C\Nc1ccc(S(=O)(=O)Nc2cnc3ccccc3n2)cc1	1.3%[9.22 µM]	-0.3%	0.0%	nt	nt	nt	14.6%[7.67 µM]
O=C(Cn1ccc2ccccc2c1=O)NCCC(=O)NC1CCN(Cc2ccccc2)CC1	-29.5%	1.8%	15.9%	6.1%	-0.4%	29.0%[38.3 µM]	?
CN(CC(=O)NCC1CCCO1)S(=O)(=O)c1cc(Cl)ccc1Cl (configuration not stated)	7.1%	-0.2%	0.3%	6.1%	-1.6%	8.6%[38.3 µM]	-7.2%[46.1 µM]
Cc1ccc(C)c(Cn2c(CN(C)Cc3ccccc3)nc3c2c(=O)n(C)c(=O)n3C)c1	?	0.7%	-1.8%	5.1%	1.3%	21.6%[38.3 µM]	-28.6%[46.1 µM]
Cc1cc(C)cc(N2C(=O)CSC2c2ccccn2)c1 (configuration not stated)	-4.3%	-3.5%	-4.4%	19.0%[46 µM]	7.9%	5.8%	-0.5%
Oc1cccc2ccc(/C=C/c3cccs3)nc12	?	?	1.7%	-27.7%	-17.1%	7.1%[38.3 µM]	-17.7%[46.1 µM]
COc1cccc(C2CC(c3c(-c4ccccc4)c4cc(Cl)ccc4[nH]c3=O)=NN2S(C)(=O)=O)c1OC (configuration not stated)	?	0.1%	0.1%	?	-0.9%	34.8%[38.3 µM]	-19.0%[46.1 µM]
O=C(O)C1CCN(S(=O)(=O)N2CCOCC2)CC1	4.1%	1.8%	2.8%	2.3%	0.6%	-13.2%[38.3 µM]	-4.6%[46.1 µM]
O=C(COc1ccccc1Cl)Nc1ccc(Cl)cn1	-0.2%	1.9%	17.0%	?	-3.1%	9.0%[38.3 µM]	9.8%[7.67 µM]
CO/N=C\CC(=O)Nc1ccc(Cl)cc1Cl	19.2%	-1.3%	-0.8%	nt	-1.1%	2.8%	4.4%
O=C(CCCC(=O)n1cnc2ccccc21)n1cnc2ccccc21	7.8%[9.22 µM]	2.7%	2.3%	9.1%	-3.3%	-2.4%[38.3 µM]	-18.3%[46.1 µM]
Cc1c(Cl)cccc1NC(=S)NCc1ccccc1Cl	-2.1%	1.1%	3.1%	?	10.8%	16.0%	-28.2%
CC1(C)CC(=O)CC2(C1)NCC(c1ccccc1Cl)c1c2[nH]c2ccccc12 (configuration not stated)	-0.4%	-1.7%	10.3%	-17.9%[46 µM]	0.1%	28.8%	?
Cc1cccc(N2C(=O)c3cccc(Oc4ccc(Cl)cc4)c3C2=O)c1	10.1%	0.0%	?	-5.1%	-3.9%	14.5%	-38.7%
Cc1ccc(C)c(Cn2c(=O)n(CCC(=O)NCc3ccco3)c(=O)c3sccc32)c1	10.3%	-4.8%	2.9%	-12.5%	1.6%	21.9%[38.3 µM]	-8.9%[46.1 µM]
COC(=O)c1nnn(CC(=O)NC(=O)Nc2ccccc2F)c1C(=O)OC	-2.1%	0.1%&-4.8%	1.3%	11.0%[46 µM]	1.1%	-0.5%	1.1%
O=[N+]([O-])c1cc(Cl)cc(/C=N\Nc2ccccn2)c1O	2.24µM*	1.0%	-14.8%	?	-12.4%	1.2%[38.3 µM]	0.2%[46.1 µM]
CC(=O)Nc1cnc(NC(=O)c2cccc(F)c2)cc1C	-13.3%	-2.3%	9.4%	-6.7%	-19.8%	5.2%	-11.5%[46.1 µM]
O=C(CCN1C(=O)/C(=C/c2ccccc2)SC1=S)NNC(=O)c1ccncc1	-7.6%	-2.5%	-3.0%	nt	1.0%	3.4%	7.9%
CCn1c(SCC(=O)NCc2ccco2)nc2c(c1=O)SC(C)C2 (configuration not stated)	-17.2%	-1.0%	5.9%	8.4%	-2.0%	13.3%[38.3 µM]	-12.0%[46.1 µM]
COc1cccc(-n2cc(CN(C)Cc3nc(Cc4ccccc4)no3)cn2)c1	5.5%[9.22 µM]	0.0%	9.1%	nt	nt	5.9%	36.5%
COc1ccc(OCC(=O)OC2CCN(C)CC2)cc1	15.0%[9.22 µM]	1.5%	7.1%	-7.4%	1.8%	25.7%[38.3 µM]	1.9%[46.1 µM]
CCCc1nc2c(=O)n(C)c(=O)[nH]c2n1C	0.7%	-0.7%	-0.7%	6.1%	-0.8%	14.9%[38.3 µM]	-0.8%[46.1 µM]
COc1ccc(CNc2cc(-c3ccccc3CN(C)C)ncn2)c(OC)c1	nt	-0.2%	nt	27.9%	-3.6%	18.7%	nt
Cc1ccc(CN(C)C(=O)CC2C(=O)NCCN2CC2CCCCC2)cc1 (configuration not stated)	0.8%	3.5%	16.5%	nt	-0.7%	2.5%	-11.4%
C/C(=N/NC(=O)CNC(=O)C1COc2ccccc2O1)c1cccc(O)c1 (configuration not stated)	1.6%	-0.1%	8.6%	nt	4.0%	3.9%	12.2%
COc1cccc(C2=NOC(C(=O)N3CCN(C(=O)c4ccco4)CC3)C2)c1 (configuration not stated)	4.3%	2.0%	-1.3%	-1.8%	-0.7%	-0.1%	14.0%

An excerpt from above in order of heavy-atom count, lowest first:
SMILES	HTT aggregate	Epigenetic reg	CBFb-RUNX1 inh	Lamin A splicing	KinaseGlo FLuc	IMPase Li cell	NPSR antagonist
O=C1CCCC/C1=C\Nc1ccc(S(=O)(=O)Nc2cnc3ccccc3n2)cc1	1.3%[9.22 µM]	-0.3%	0.0%	nt	nt	nt	14.6%[7.67 µM]
O=C(CSCc1cnn(-c2ccccc2)c1-n1cccc1)NCc1ccc2c(c1)OCO2	-31.3%	1.0%	-15.5%	?	-1.0%	26.0%	-16.8%[46.1 µM]
O=C(Cn1ccc2ccccc2c1=O)NCCC(=O)NC1CCN(Cc2ccccc2)CC1	-29.5%	1.8%	15.9%	6.1%	-0.4%	29.0%[38.3 µM]	?
